CXXC DNA block = qHTS Fluorescence Polarization Assay for Inhibitors of MLL CXXC domain - DNA interaction; Potency, µM (top dose mostly 115 µM), for the others: at the top dose activity change, negative = inhibition, most hits filed as inhibitors; MLL-CXXC / FITC-HOXA9 DNA fluorescence polarization; actives 0.037% (n = 290,000); AID 2662, 2010; Histone-lysine N-methyltransferase 2A (Homo sapiens), Q03164; active means well fitted inhibition curve with a large enough effect in the polarisation, with a control signal flat, not every such curve was filed as active; inconclusive means small, poorly fitted or top-dose-only effect, or effect the other way, or a change in a side signal; inactive means no such curve, though single readings can be large or run the other way; the % refers to the polarisation; further: potency means the concentration at half of the fitted maximal effect
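Fluorescence polarization: 7 uM MLL-CXXC (stock) preincubated 5 min with compounds, then 50 nM fluorescein-HOX-A9 DNA (stock) added; 30 min ambient. Buffer 50 mM Tris-HCl pH 7.5, 50 mM NaCl, 1 mM DTT, 0.05% BSA.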
Menin-MLL TR inh = qHTS Assay for Inhibitors Targeting the Menin-MLL Interaction in MLL Related Leukemias: Competition With Texas Red Labeled MLL-derived Mutant Peptide. O00255. Menin + Texas Red MLL mutant peptide, fluorescence polarization. Potency, µM (top dose mostly 61.6 µM), without a hit: top-dose FP activity change, negative = inhibition, usual class: inhibitors. actives 0.23% (n = 270,000). AID 1768, 2009; active means well fitted inhibition curve with a large enough effect in the polarisation, with a control signal flat, not every such curve was filed as active; inconclusive means small, poorly fitted or top-dose-only effect, or effect the other way, or a change in a side signal; inactive means no such curve, though single readings can be large or run the other way; the % refers to the polarisation; further: potency means the concentration at half of the fitted maximal effect; % of control where 0% means no effect; many of its hits are not listed in these tables
PKM2 act = qHTS Assay for Activators of Human Muscle isoform 2 Pyruvate Kinase | purified PKM2, Kinase-Glo ATP luminescence, activation; response scale: 0% is enzyme alone, no compound | Potency, µM (highest dose often 57.5 µM), for the others: at the highest dose activation, actives largely listed as activators | Pyruvate kinase PKM (Homo sapiens), P14618 | actives 0.34% (n = 260,000) | AID 1631, 2009; active means well fitted activation curve with a large enough effect; inconclusive means small, poorly fitted or top-dose-only effect; inactive means no such curve, though single readings can be large or run the other way; further: potency means the concentration at half of the fitted maximal effect; on the % scale 0 is the no-effect control and ±100 the full control effect; nearly all actives have a fitted effect of over 55% in size
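Purified hPK-M2 (>95%) run at intermediate activity with 0.1 mM ADP and 0.5 mM PEP in 50 mM imidazole pH 7.2, KCl, MgCl2; 1 h room temperature. ATP formed read by Kinase-Glo luminescence; normalized to uninhibited and no-enzyme controls.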
FBPA coupling cs = qHTS Assay for Inhibitors of Fructose-1,6-bisphosphate Aldolase from Giardia Lamblia: Coupling assay counterscreen; coupling enzyme system counterscreen, AmpLite Red fluorescence; actives 0.67% (n = 290,000); AID 2472, 2010; activity change, negative = inhibition, % at 58.2 µM, hits read low; in the data active means activity change below about -30%; further: on the % scale 0 is the no-effect control and ±100 the full control effect
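Counterscreen of the coupled detection system alone, without aldolase: glyceraldehyde-3-phosphate coupling enzymes plus AmpLite Red readout. Compounds at 57.5 uM final, 10 min RT preincubation, 20 min RT reaction, fluorescence 525/598 nm.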
* = called active by the depositor; ? = inconclusive; . = no result given; & = joins results of further samples; [ ] = dose if it differs, or a comment. An excerpt, so the mix of outcomes need not match the whole.

Field names – A = CXXC DNA block; B = Menin-MLL TR inh; C = PKM2 act; D = FBPA coupling cs
1) COc1ccc(-c2nc3c(c4c2C[C@H](c2ccccc2)OC4)CN(C(=O)c2cc(I)ccc2F)CC3)c(C)c1
  A: .; B: -8%[11.7 µM]; C: 4%[11.5 µM]; D: 1
2) COC(=O)c1ccc(C(NC(=O)OCc2ccccc2)/C(C)=C/[C@@H](C)C(=O)NCc2nn(-c3ccccc3)nc2C)cc1 (stereo partly drawn)
  A: .; B: -4%; C: 0%; D: 0
3) COC(=O)CC1c2ccccc2C(Cc2ccc3c(c2)OCO3)=C(C)N1C(=O)OC (stereo not drawn)
  A: .; B: -12%; C: -16%[11.5 µM]; D: -1&-1
4) COc1ccc(-c2nc3c(c4c2C[C@H](c2ccccc2)OC4)CN(C(=O)c2cccnc2)CC3)c(C)c1
  A: .; B: -6%[11.7 µM]; C: -2%[11.5 µM]; D: 1
5) COC(=O)c1ccc(C(NC(=O)OCc2ccccc2)/C(F)=C/[C@@H](C)C(=O)NCc2cc(F)cc(F)c2)cc1 (stereo partly drawn)
  A: .; B: 10%; C: 0%; D: -2
6) C=CCNC(=O)N1CCc2nc(-c3ccccc3)c3c(c2C1)CO[C@@H](C)C3
  A: .; B: -10%[11.7 µM]; C: -2%[11.5 µM]; D: 3
7) CN(C)CCCCSC(=N)N
  A: 12%; B: -3%; C: .; D: 9
8) Cc1c(C)c2c(c(C)c1O)CCC(C)(COc1ccc(CC3SC(=O)NC3=O)cc1)O2 (stereo not drawn)
  A: -3%; B: ?; C: .; D: 1&2
9) O=C(O)CCC(=O)O
  A: 2%; B: 2%; C: .; D: 2
10) CO/N=C(\C(=O)N[C@@H]1C(=O)N2C(C(=O)[O-])=C(C[N+]3(C)CCCC3)CS[C@@H]12)c1csc(N)n1
  A: -2%; B: 0%[24.8 µM]; C: .; D: 1
11) C[N+]1(CCCCC[N+]2(C)CCCC2)CCCC1
  A: -9%&-1%; B: 2%; C: .; D: 7&2
12) Nc1ccc(C(=O)Oc2ccccc2)c(O)c1
  A: 0%; B: 22%; C: .; D: 2
13) O=C(OC[C@@H](O)CO)c1ccccc1Nc1ccnc2cc(Cl)ccc12
  A: -1%[51.4 µM]; B: 1%[24.8 µM]; C: .; D: -6
14) CCC(C(=O)O)C1CCC(C)C(C(C)C(O)C(C)C(=O)C(CC)C2OC3(C=CC(O)[C@@]4(CC[C@](C)(C5CC[C@@](O)(CC)C(C)O5)O4)O3)C(C)CC2C)O1 (stereo partly drawn)
  A: -3%; B: -20%; C: .; D: 4
15) CCCCNC(=O)NS(=O)(=O)c1ccc(N)cc1
  A: 5%; B: 6%; C: .; D: 1
16) O=c1cc(N2CCOCC2)oc2c(-c3ccccc3)cccc12
  A: -5%; B: -7%; C: .; D: 3
17) CCN[C@@H]1C[C@H](N)[C@H](O[C@H]2OC(CN)=CC[C@H]2N)[C@@H](O)[C@H]1O[C@H]1OC[C@@](C)(O)[C@@H](NC)[C@@H]1O
  A: -2%; B: 8%[24.8 µM]; C: .; D: 2
18) CSCCC(N)C(=O)O (stereo not drawn)
  A: 3%; B: 0%; C: .; D: 2
19) Cc1cnc(C(=O)O)c[n+]1[O-]
  A: -2%; B: 8%&-6%; C: .; D: 1
20) CC[C@H](c1ccc(O)cc1)[C@@H](CC)c1ccc(O)cc1
  A: 6%[51.4 µM]; B: 8%[24.8 µM]; C: .; D: -3
21) CC1(C)SC2C(NC(=O)C(C(=O)O)c3ccccc3)C(=O)N2C1C(=O)O (stereo not drawn)
  A: -1%; B: 15%; C: .; D: -4
22) CN(C)[C@@H]1C(=O)C(C(N)=O)=C(O)[C@]2(O)C(=O)C3=C(O)c4c(O)ccc(Cl)c4[C@H](O)[C@H]3C[C@@H]12
  A: 7%; B: 3%[24.8 µM]; C: .; D: -3
23) C[C@H](O)Cn1cnc2c1c(=O)n(C)c(=O)n2C
  A: 1%[51.4 µM]; B: -6%[24.8 µM]; C: .; D: 1
24) CCOc1cc(NC(C)=O)ccc1C(=O)OC
  A: -2%; B: 2%&0%; C: .; D: -1
25) CCCC[C@H]1C(=O)N(c2ccccc2)N(c2ccc(O)cc2)C1=O
  A: -4%[51.4 µM]; B: 7%[24.8 µM]; C: .; D: -3

The final four entries of the section before lead into the next.
Field names – A = CXXC DNA block; B = Menin-MLL TR inh; C = PKM2 act; D = FBPA coupling cs
22) CN(C)[C@@H]1C(=O)C(C(N)=O)=C(O)[C@]2(O)C(=O)C3=C(O)c4c(O)ccc(Cl)c4[C@H](O)[C@H]3C[C@@H]12
  A: 7%; B: 3%[24.8 µM]; C: .; D: -3
23) C[C@H](O)Cn1cnc2c1c(=O)n(C)c(=O)n2C
  A: 1%[51.4 µM]; B: -6%[24.8 µM]; C: .; D: 1
24) CCOc1cc(NC(C)=O)ccc1C(=O)OC
  A: -2%; B: 2%&0%; C: .; D: -1
25) CCCC[C@H]1C(=O)N(c2ccccc2)N(c2ccc(O)cc2)C1=O
  A: -4%[51.4 µM]; B: 7%[24.8 µM]; C: .; D: -3
26) CN(C)c1ccc(C(=C2C=CC(=[N+](C)C)C=C2)c2ccccc2)cc1
  A: 7%; B: ?; C: .; D: -19
27) O=C(O)c1cc(=O)c2ccc(Cl)cc2[nH]1
  A: -10%; B: ?; C: .; D: 0&1&0
28) O=C(O)c1c(Cl)c(Cl)c(Cl)c(Cl)c1-c1c2cc(I)c(=O)c(I)c-2oc2c(I)c(O)c(I)cc12
  A: ?; B: ?; C: .; D: 3&7
29) CC(C)[C@@H](N)C(=O)O
  A: 6%; B: -11%; C: .; D: 0
30) CC(=O)OCC1=C(C(=O)O)N2C(=O)[C@@H](NC(=O)CSc3ccncc3)[C@@H]2SC1
  A: -11%; B: -3%[24.8 µM]; C: .; D: 1
31) CO[C@H]1C[C@@H](O[C@@H]2[C@H](C)[C@H](O[C@@H]3O[C@@H](C)C[C@@H](N(C)C)[C@@H]3O)[C@H](C)C[C@]3(CO3)C(=O)[C@H](C)[C@H](O)[C@H](C)[C@H](C)OC(=O)[C@@H]2C)O[C@@H](C)[C@H]1O
  A: -8%[51.4 µM]; B: -10%[24.8 µM]; C: .; D: 0
32) N#Cc1ccc2c(c1)N(CCCN1CCC(O)CC1)c1ccccc1S2
  A: 10%; B: 0%; C: .; D: -1
33) NC(N)=NCCN1CCCCCCC1
  A: 7%[51.4 µM]; B: 0%; C: .; D: -1&1
34) CCC(CCC(C)C1CCC2C3CC=C4CC(O)CC[C@@]4(C)C3CC[C@@]12C)C(C)C (stereo partly drawn)
  A: 11%; B: 1%; C: .; D: 3
35) O=C(O)Cn1c(C(=O)Nc2nc(-c3ccccc3Cl)cs2)cc2ccccc21
  A: -9%; B: ?; C: .; D: -3
36) CC(=O)OCC(=O)[C@@]1(O)CCC2C3C[C@H](C)C4=CC(=O)C=CC4(C)C3C(O)CC21C (stereo partly drawn)
  A: 1%; B: 2%; C: .; D: -1
37) COc1cc2nc(N(C)CCCNC(=O)[C@@H]3CCCO3)nc(N)c2cc1OC
  A: -3%[51.4 µM]; B: -9%[24.8 µM]; C: .; D: -16
38) NCCCCN
  A: -2%; B: 12%&-22%; C: .; D: 3
39) CC(=O)Nc1c(I)cc(I)c(C(=O)O)c1I
  A: -3%; B: 6%; C: .; D: 0
40) CO[C@@H]1C[C@H](O[C@H]2[C@@H](C)[C@H](O[C@@H]3O[C@@H](C)C[C@@H](N(C)C)[C@@H]3OC(C)=O)[C@H](C)C[C@]3(CO3)C(=O)[C@H](C)[C@H](OC(C)=O)[C@H](C)[C@H](C)OC(=O)[C@@H]2C)O[C@H](C)[C@@H]1OC(C)=O
  A: 1%[51.4 µM]; B: -18%[24.8 µM]; C: .; D: -1
41) COC1C=CO[C@@]2(C)Oc3c(C)c(O)c4c(O)c(c(C=NN5CCN(C)CC5)c(O)c4c3C2=O)NC(=O)/C(C)=C\C=CC(C)C(O)[C@@H](C)C(O)C(C)[C@H](OC(C)=O)C1C (stereo partly drawn)
  A: -4%; B: ?; C: .; D: -24
42) COc1ccccc1N1CCN(CCCCNC(=O)c2ccc(-c3ccc(C(C)=O)cc3)cc2)CC1
  A: 7%; B: 3%; C: .; D: 0
43) N[C@H](C(=O)O)[C@H](O)C(=O)O
  A: 7%; B: -1%; C: .; D: -2
44) C[C@@H](C(=O)O)c1ccc(C(=O)c2ccccc2)s1
  A: -5%[51.4 µM]; B: 0%[24.8 µM]; C: .; D: 9
45) CC(CN(C)C)C(C)(O)Cc1ccc(Cl)cc1 (stereo not drawn)
  A: 6%; B: 0%; C: .; D: 2
46) Nc1nc(/C(=C/CC(=O)O)C(=O)NC2C(=O)N3C(C(=O)O)=CCSC23)cs1 (stereo not drawn)
  A: 4%; B: 0%; C: .; D: 1
47) O=C(N/N=C\c1ccc([N+](=O)[O-])o1)c1ccc(O)cc1
  A: 4%[51.4 µM]; B: 22%[24.8 µM]; C: .; D: 0
48) CC(C)(C)NC[C@@H](O)COc1ccccc1C1CCCC1
  A: -4%[51.4 µM]; B: -7%[24.8 µM]; C: .; D: 0

Compound profiles, as listed above. Screens in order: CXXC DNA block	Menin-MLL TR inh	PKM2 act	FBPA coupling cs
`COc1cc2nc(N(C)CCCNC(=O)[C@@H]3CCCO3)nc(N)c2cc1OC` across the screens: -3%[51.4 µM]	-9%[24.8 µM]	.	-16
`CCN[C@@H]1C[C@H](N)[C@H](O[C@H]2OC(CN)=CC[C@H]2N)[C@@H](O)[C@H]1O[C@H]1OC[C@@](C)(O)[C@@H](NC)[C@@H]1O` across the screens: -2%	8%[24.8 µM]	.	2
`NC(N)=NCCN1CCCCCCC1` across the screens: 7%[51.4 µM]	0%	.	-1&1
`COC(=O)CC1c2ccccc2C(Cc2ccc3c(c2)OCO3)=C(C)N1C(=O)OC` (stereo not drawn) across the screens: .	-12%	-16%[11.5 µM]	-1&-1
`NCCCCN` across the screens: -2%	12%&-22%	.	3
